# Compound activity as filed in PubChem BioAssay.
# DT40 TDP1 CPT – DT40-hTDP1 cell growth loss with CPT. chicken DT40 Tdp1-/-;hTDP1 cells + 20 nM CPT, ATP luminescence, 48 h. actives 12% (n = 420,000). AID 686979. Potency, µM (titrated, usually from 46.2 µM), inactives show at the top dose activity change, negative = growth inhibition, most hits filed as inhibitors; further: nearly all actives have a fitted effect of over 55% in size
#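 Chicken DT40 Tdp1-/- cells complemented with human TDP1, 400 cells/well, exposed to compounds plus 20 nM camptothecin for at least 48 h at 37 C; viability read as ATP content by CellTiter-Glo luminescence.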
# N370S GC mod – N370S glucocerebrosidase modulation, Gaucher chaperone candidate. actives 0.092% (n = 330,000). P04062. N370S GC spleen homogenate, 4MU-glucoside fluorescence. Potency, µM (series often up to 59.4 µM), for the others: at the highest dose activity change, negative = inhibition, hits mostly inhibitors;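 further: 0% = full enzyme activity and -100% = no enzyme basal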
# FEN1 inh – inhibitors of human flap endonuclease 1; P39748; Recombinant FEN1 flap cleavage, fluorescence, 15 min; Potency, µM (doses to about 114 µM), for inactives: at the top dose activity change, negative = inhibition, usual class: inhibitors; actives 0.35% (n = 390,000); AID 588795; further: nearly all actives have a fitted effect of over 65% in size
# Target sequence (P39748 whole entry, looked up): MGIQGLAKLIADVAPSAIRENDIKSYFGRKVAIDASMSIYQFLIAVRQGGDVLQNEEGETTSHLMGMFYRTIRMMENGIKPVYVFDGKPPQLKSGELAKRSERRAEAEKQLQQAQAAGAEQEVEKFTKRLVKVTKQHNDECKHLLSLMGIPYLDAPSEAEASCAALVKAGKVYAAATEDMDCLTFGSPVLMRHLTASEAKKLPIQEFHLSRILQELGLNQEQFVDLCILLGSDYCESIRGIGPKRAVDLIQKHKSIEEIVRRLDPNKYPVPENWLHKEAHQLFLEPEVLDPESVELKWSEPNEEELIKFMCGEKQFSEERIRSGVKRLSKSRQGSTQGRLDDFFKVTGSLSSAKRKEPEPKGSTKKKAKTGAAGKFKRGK
#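 FEN1 at 10 nM preincubated with compounds 15 min at room temperature, then flap DNA substrate added at 50 nM final. Signal read at 0 and 15 min; concentration-response fitted with four-parameter Hill equation.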
# The depositor's hits bear a star; ? = inconclusive; / = no result given; & = joins results of further samples; [ ] = another dose, or the depositor's remark. The call rests on the fitted dose curve; in most records, active means well fitted curve in the direction sought with a large enough effect; inconclusive means small, poorly fitted or top-dose-only effect, or another doubt; inactive means no such curve, though single readings can be large; an effect the other way counts as inactive or inconclusive. Unless noted, on the % scale 0 is the no-effect control and ±100 the full control effect; potency means the concentration at half of the fitted maximal effect. The list is partial; the hit share may differ from the screen's.
# Sequence of screens – DT40 TDP1 CPT | N370S GC mod | FEN1 inh
COCCNC(=O)Cn1cc(C=C2C(=O)NC(=O)NC2=O)c2ccccc21
  2.3% | -2.3% | -5.1%
NCCCC(=O)OC1N=C(c2ccccc2Cl)c2cc(Br)ccc2NC1=O (stereo not drawn)
  14.7% | -3.5% | -10.6%
O=C1CC(N2CCC(n3c(=O)[nH]c4ccccc43)CC2)C(=O)N1Cc1ccccc1 (stereo not drawn)
  -3.8% | -25.8% | -2.3%
O=C(NCCCN1CC1)Nc1cccc2ccccc12
  1.64µM* | / | -2.6%
Fc1ccc(CCNCc2cccc(Cl)c2)cc1
  ? | -21.7% | -12.4%
c1cc2c(cc1C1OC[C@@H]3C(c4ccc5c(c4)OCO5)OCC13)OCO2 (stereo partly drawn)
  -25.3% | 9.0% | /
c1cc2c(cc1[C@H]1OCC3C1CO[C@@H]3c1ccc3c(c1)OCO3)OCO2 (stereo partly drawn)
  ? | / | -15.6%
C/C=C1/C[C@@H](C)[C@@](C)(O)C(=O)OCC2=CCN3CC[C@@H](OC1=O)[C@@H]23
  / | -9.2% | ?
COc1ccc2oc3c(c2c1)NC(=O)CN=C3c1ccccc1
  -18.8% | 2.8% | -5.9%
c1ccc(CCc2ccc3n2Cc2cnnn2-c2ccccc2-3)cc1
  6.51µM* | / | 8.2%
CN1C(=O)/C(=C\c2ccc(N3CCCCC3)o2)C(=O)NC1=S
  -20.9% | 0.3% | 6.0%
N#CC1c2ccccc2-n2nncc2CN1Cc1cc(Cl)cc(Cl)c1 (stereo not drawn)
  1.64µM* | / | -0.7%
S=P(N1CCCCCC1)(N1CC1)N1CC1
  3.26µM* | / | 2.3%
O=P(Nc1ccccc1Cl)(c1ccccc1)c1nc2c(s1)CCCC2 (stereo not drawn)
  -13.2% | 9.9% | -5.2%
O=C1CCN(C(=O)C(Cl)Cl)N1
  -27.1% | -10.7% | -0.1%
COc1cc(OC)cc(-n2nc(C(=O)N3CCC4(CC3)OCCO4)c3ccccc3c2=O)c1
  -19.1% | 0.3% | -11.6%
Cn1c(O)c(C=NCCN2CCNCC2)c(=O)n(C)c1=O
  -0.7% | 10.6% | 10.9%
CC(C)n1c(=O)c(C=Nc2ccc(F)cc2)c(O)n(Cc2ccco2)c1=O
  4.8% | -7.6% | -15.0%
O=C(Cc1ccc(Br)cc1)N1CCN(Cc2ccccc2)CC1
  ? | ? | -13.5%
CC1CN1P(=O)(Oc1ccccc1)N1CC1C (stereo not drawn)
  -28.9% | / | 3.3%

# Remaining list, next part.
# Sequence of screens – DT40 TDP1 CPT | N370S GC mod | FEN1 inh
C[C@@H]1CCC2[C@@H](C)C(=O)O[C@@H]3OC4(C)CCC1[C@@]23OO4 (stereo partly drawn)
  4.11µM* | / | -14.2%
O=C1NC(=S)NC(=O)C1c1ccccc1
  0.1% | / | -10.9%
CCOc1ccc(Cn2c(=O)oc3ccc(C)cc32)cc1OC
  ? | 4.9% | -14.6%
CCN(CC)C(=O)c1ccc(NC(=S)NC(=O)CCc2ccccc2)cc1
  ? | -3.5% | -3.3%
Nc1nc(SCCC(F)=C(F)F)n[nH]1
  10.6% | 3.6% | -3.4%
CC(Sc1ncnc2sccc12)C(=O)Nc1ccc(S(=O)(=O)N2CCOCC2)cc1 (stereo not drawn)
  ? | / | -11.4%
COC(=O)C1=C(c2ccc(F)cc2OCc2ccccc2)C[C@@H]2CC[C@H]1N2C(=O)N1CCC(C)CC1
  ? | / | -27.1%
ClCCN(CCCl)c1ccc(C=Cc2ccncn2)cc1
  6.51µM* | / | -12.3%
Cc1cccc(-n2c(C)nc3ccccc3c2=O)n1
  0.2% | 2.6% | 4.6%
c1cnc(N2CCCC3(CCNCC3)C2)nc1
  -2.1% | 0.9% | /
COc1ccc(OC)c(N=Cc2c(O)n(Cc3ccccc3)c(=S)[nH]c2=O)c1
  -3.0% | 11.9% | -7.7%
O=c1[nH]c(=O)n(Cc2ccco2)c(O)c1C=NCCN1CCNCC1
  -0.1% | 0.9% | 7.6%
CCCCn1c(O)c(C(CC)=NCCN2CCOCC2)c(=O)[nH]c1=O
  -0.5% | 1.3% | -0.6%
CCN(CC)P(=O)(c1nccn1C)N(CC)CC
  9.2% | 1.7% | -12.4%
CC(C)c1ccc(N2C(=O)CC(=O)NC2=O)cc1
  -3.8% | -1.0% | -4.1%
Oc1cc2c(cc1O)[C@H]1c3ccccc3CN[C@H]1CC2
  18.4µM* | -14.9%&3.2% | /
O=C1NC(=S)NC(=O)C1Cc1ccccc1
  0.1% | / | 0.5%
CC12CCC(=O)C=C1CCC1C2C(O)CC2(C)C(O)CCC12 (stereo not drawn)
  -23.1% | / | 5.0%
CC(N)Cc1cn(Cc2ccccc2)c2ccccc12 (stereo not drawn)
  ? | -17.7% | 6.3%
Cc1ccc(NC(=O)C2C3CCCC2C3c2ccccc2)c(C)c1 (stereo not drawn)
  ? | -1.8% | 24.6%

# Later entries
smiles	DT40 TDP1 CPT	N370S GC mod	FEN1 inh
CN(C)C(=O)Oc1ccc(OCc2n(C)c3ccccc3[n+]2C)cc1	-2.0%	-0.7%	-0.9%
Cc1cc(C(=O)Nc2ccccc2)nn1C(C)(C)C	-0.8%	?	-4.9%
CC1(C)C2CC=C(CN3CCOCC3)C1C2 (stereo not drawn)	-1.8%	-1.2%	-10.6%
CCCOC(=O)C1C2c3ccccc3C(c3ccccc32)C1C(=O)O (stereo not drawn)	1.5%	5.0%	0.8%
O=c1c2cc(N3CCOCC3)ccc2[nH]c(=S)n1Cc1ccc(Cl)cc1	20.6µM*	2.6%[12.8 µM]	-5.3%
CCOC(=O)c1c(N)n(Cc2ccco2)c2nc3ccccc3nc12	?	?	-6.8%
O=C(O)C1C2c3ccccc3C(=O)C1(C(=O)O)c1ccccc12 (stereo not drawn)	8.5%	/	7.8%
Oc1ccc2c3c1O[C@H]1c4c(c5ccccc5n4Cc4ccccc4)C[C@@]4(O)C(C2)N(CC2CC2)CC[C@]314	5.17µM*	-9.4%	/
COc1cc(C(=O)N/N=C/C23CC[C@@H](O)CC2(O)CC[C@@H]2[C@@H]3CCC3(C)C(C4=CC(=O)OC4)CCC23O)ccc1O (stereo partly drawn)	0.1%	0.7%	-4.7%
CC(=O)Nc1ccc(OCCF)cc1	11.6%	1.6%	12.4%
C=C[C@H]1CN2CC[C@H]1C[C@@H]2[C@@H](O)c1ccnc2ccccc12	?	-21.1%	-15.5%
Brc1ccccc1CNCCc1ccc2c(c1)OCO2	?	-25.8%	-0.4%
O=c1[nH]/c(=C\c2ccc(N(CCCl)CCCl)cc2)c(=O)[nH]/c1=C\c1ccc(N(CCCl)CCCl)cc1	3.16µM*	/	-4.2%
COc1ccc(Br)cc1CNCCc1ccc2c(c1)OCO2	-11.2%	/	-4.8%
CCC(=NCC1CCCO1)c1c(O)n(-c2ccccc2C)c(=O)[nH]c1=O (stereo not drawn)	2.6%	9.9%	-1.6%
CC(=NCc1cccnc1)c1c(O)n(-c2ccc(C)cc2)c(=O)[nH]c1=O	-21.3%	-4.9%	-6.3%
CC(C)(c1ccc(OCC2CO2)cc1)c1ccc(OCC2CO2)cc1 (stereo not drawn)	6.51µM*	-17.2%&3.8%&-1.5%	/
Cc1ccc(N2C(=O)NC(=O)/C(=C\c3cnc(-c4ccccc4)nc3)C2=O)cc1	?	-6.9%	-1.7%
Cn1cccc1C1CCCN1CC(=O)Nc1ccc(C#N)c(Cl)c1 (stereo not drawn)	?	/	-20.2%
c1ccc(N2CCC3(CCNCC3)CC2)cc1	-101.6%	0.0%	/

# The results go on:
smiles	DT40 TDP1 CPT	N370S GC mod	FEN1 inh
O=C(Nc1ccc(C(F)(F)F)cc1)OC1CN2CCC1CC2 (stereo not drawn)	-28.3%	-4.4%	4.2%
CCOC(=O)Cn1cc(C(=O)c2ccccc2)c2ccccc21	3.1%	-4.5%	-0.3%
N=C1c2ccccc2CN1c1ccc(F)c([N+](=O)[O-])c1	?	-18.9%	-7.7%
Cc1nn(Cc2ccccc2)c(Cl)c1C(=O)Nc1ccc(OC(F)(F)F)cc1	?	?	4.3%
COc1ccc(C(=O)C2CCCN(CCO)C2)c(C)c1 (stereo not drawn)	-13.7%	-2.8%	-11.9%
COc1cc(CCN)ccc1O	7.9%&3.2%	-13.4%&5.4%&-1.1%	-1.9%
CCN(CC)C(=O)c1ccc(NC(=O)COc2ccc(-c3nn(C)c(=O)c4ccccc34)cc2)cc1	16.4µM*	-27.6%	3.1%&3.2%
O=C1NC(=O)C(=Cc2ccc(-c3ccc(F)cc3O)o2)C(=O)N1	?	-2.7%	17.8µM*
O=C1CS[C@@H](c2ccccc2Cl)c2cc(Cl)ccc2N1	-7.5%	-4.3%	/
Oc1ccc(Cl)cc1CN1CCN(Cc2ccccc2)CC1	?	-21.2%	-5.7%
C=CCn1c(O)c(/C(CC)=N/NC(=S)Nc2ccccc2)c(=O)[nH]c1=O	8.9%	6.1%	2.2%
CC12CC[C@H]3[C@@H](CCC4(O)C[C@H](O)CCC34/C=N/NC(=O)Cc3ccccc3)C1(O)CCC2C1=CC(=O)OC1 (stereo partly drawn)	14.2%	-6.4%	-13.9%
COc1ccc(CCNCc2ccncc2)cc1	2.1%	8.4%	-0.5%
O=C(Cn1ncc2ccccc21)N1CCC2(CC1)OCCO2	1.2%	5.8%	-2.4%
CC(C)(C)c1ccc(CN2C(=O)CN=C(c3ccccc3)c3ccccc32)cc1	?	?	-23.7%
CC[N+](C)(CC)CCCCOc1ccc2c(c1)C(=O)c1cc(OCCCC[N+](C)(CC)CC)ccc1-2	?	-8.8%	?
COc1ccc(CCNCc2ccc(F)cc2)cc1OC	-19.1%	-12.3%	4.1%
C=CCn1c(O)c(C(CC)=Nc2ccc(N(C)C)cc2)c(=O)[nH]c1=O	-21.1%	-8.7%	11.9%
CNS(=O)(=O)c1cc(NC(=O)c2cccc3cccnc23)ccc1C	23.1µM*	-6.2%	-6.6%
CC(C)NC(C)C	1.7%	3.1%	/

# One compound at a time, as listed above. Screens in order: DT40 TDP1 CPT, N370S GC mod, FEN1 inh
# CC(C)(C)c1ccc(CN2C(=O)CN=C(c3ccccc3)c3ccccc32)cc1 across the screens: ?, ?, -23.7%
# CCN(CC)C(=O)c1ccc(NC(=O)COc2ccc(-c3nn(C)c(=O)c4ccccc34)cc2)cc1 across the screens: 16.4µM*, -27.6%, 3.1%&3.2%
# C=CCn1c(O)c(C(CC)=Nc2ccc(N(C)C)cc2)c(=O)[nH]c1=O across the screens: -21.1%, -8.7%, 11.9%

# Given as labelled records: 2 of the compounds above.
Cc1nn(Cc2ccccc2)c(Cl)c1C(=O)Nc1ccc(OC(F)(F)F)cc1
- DT40 TDP1 CPT = ?
- N370S GC mod = ?
- FEN1 inh = 4.3%
COc1ccc(C(=O)C2CCCN(CCO)C2)c(C)c1 (stereo not drawn)
- DT40 TDP1 CPT = -13.7%
- N370S GC mod = -2.8%
- FEN1 inh = -11.9%

# (continued)
smiles	DT40 TDP1 CPT	N370S GC mod	FEN1 inh
C[C@]12CCC3C(CC[C@H]4CC(O)CC[C@]34C)C1CC/C2=N/NC(=O)c1ccncc1 (stereo partly drawn)	25.9µM*	-13.9%	4.2%
CC(C)CNC(=O)c1c(N)n(Cc2ccc3c(c2)OCO3)c2nc3ccccc3nc12	?	?	-18.9%
CC(O)C1C=CC=CC(=O)OC2CC3OC4C5OC5(C)CCC4(COC(=O)C4OC4(C)C(O)CO1)C2(C)C31CO1 (stereo not drawn)	0.0517µM*	/	-2.1%
O=C(CCC(=O)N1CCC2(CC1)OCCO2)Nc1nnc(C2CCCCC2)s1	4.3%	8.1%	-16.9%
CCN1C(=O)/C(=C/c2ccc3c(c2)CCN3CCCCl)C(=O)NC1=S	?	10.0%	?
CCc1ccc(OCC(=O)Nc2cc3oc4ccccc4c3cc2OC)cc1	?	/	-6.1%
Cc1cccc2sc(NC(=O)c3cccn(Cc4ccccc4)c3=O)nc12	?	/	0.2%
N[C@@H](Cc1ccccc1)C(=O)N1C[C@H]2C[C@@H](C1)c1cccc(=O)n1C2	-4.7%	-9.3%	-0.5%
Cc1ccccc1N1CCN(C2CCCN(C(=O)COc3ccccc3)C2)CC1 (stereo not drawn)	25.9µM*	-4.0%	1.0%
CCn1c(O)c(C(=O)CC2NCCc3ccccc32)c(=O)n(CC)c1=S (stereo not drawn)	-18.3%	-30.0%	3.4%
O=C(NN=Cc1ccc(N(CCCl)CCCl)cc1Cl)c1cccnc1	?	/	0.8%
COc1cccc(CN2CCNCC2)c1OC	7.1%	-8.2%	0.2%
Cc1ccc(N2C(=O)NC(=O)/C(=C\c3cc(C)n(-c4sc5c(c4C#N)CCCC5)c3C)C2=O)cc1	?	5.4%	?
Oc1ccc(CCN2CCCCC2)cc1	-2.4%	/	15.2%
C[C@@H]1CC[C@H]2[C@@H](C)C(=O)O[C@@H]3O[C@@]4(C)CC[C@@H]1[C@]32OO4	0.651µM*	-1.0%	2.5%
ClCCNc1nc2ccc(Cl)cc2[nH]1	?	2.7%	-1.3%
